14-3-3 Bad PPI: disrupts binding of bovine 14-3-3 zeta to phospho-Bad peptide; P63103; TR-FRET 14-3-3zeta/Dy647-pBad peptide displacement, 1 h; inhibition, % at 21.7 µM; hit rate 0.71% among 220,000; AID 781;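 active = inhibition above about 70%, limit read from the data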;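 note: 0% = full 14-3-3 plus peptide FRET controls and 100% = background without 14-3-3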
Target sequence (P63103 whole entry, looked up): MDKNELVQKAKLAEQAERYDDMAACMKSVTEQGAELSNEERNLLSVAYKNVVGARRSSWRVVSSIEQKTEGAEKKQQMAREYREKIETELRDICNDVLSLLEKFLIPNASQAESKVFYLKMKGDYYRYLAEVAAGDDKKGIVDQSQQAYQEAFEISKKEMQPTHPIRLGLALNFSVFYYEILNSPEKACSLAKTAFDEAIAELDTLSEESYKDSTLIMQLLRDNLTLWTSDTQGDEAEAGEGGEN
Rad51 HR inh: Rad51 (human) homologous recombination inhibition; hit rate 0.085% among 200,000; hRad51 DNA strand exchange, fluorescence dequenching; Q06609; inhibition, % at 10 µM; AID 1385;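 active = inhibition above 40% at the single screening dose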;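 note: 0% = DMSO control wells and 100% = blanks with heterologous ssDNA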
Target sequence (Q06609 whole entry, looked up): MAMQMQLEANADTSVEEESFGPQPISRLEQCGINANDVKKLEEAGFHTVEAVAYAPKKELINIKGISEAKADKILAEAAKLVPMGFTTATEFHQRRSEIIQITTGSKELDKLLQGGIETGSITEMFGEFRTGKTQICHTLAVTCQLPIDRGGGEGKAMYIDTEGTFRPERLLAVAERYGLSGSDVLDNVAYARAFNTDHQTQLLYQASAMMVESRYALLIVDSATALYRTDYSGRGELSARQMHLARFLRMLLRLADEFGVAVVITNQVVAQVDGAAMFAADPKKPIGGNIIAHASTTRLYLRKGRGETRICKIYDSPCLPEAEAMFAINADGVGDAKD
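Assay system: Human Rad51 nucleoprotein filaments preassembled on unlabelled ssDNA | Reagent: Donor/quencher-labelled 47-bp dsDNA substrate | Doses: One concentration, 10 µM final | Times: 37 °C 15-min filament assembly, 30-min compound preincubation, 15-min exchange | Technique: Fluorescein emission 520 nm, excitation 485 nm | Benchmarks: Plate control and blank wells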
thrombin 1536: blocks human thrombin protease activity | hit rate 0.26% among 220,000 | P00734 | inhibition, % at 5 µM | alpha-thrombin, Boc-VPR-AMC fluorogenic substrate cleavage;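 active = inhibition at or above 40%; inactive = inhibition below 40%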;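 note: 0% = enzyme with no compound and 100% = wells without enzyme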
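System: human alpha-thrombin protein; Compound dosing: one concentration per compound, 5 µM, with 0.2% DMSO; Timing: reaction at room temperature; Technique: AMC fluorescence, 355/460 nm; Controls: enzyme without compound as high, wells lacking enzyme as low.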
KLK5 inh: inhibitors of human kallikrein 5; AID 873; hit rate 0.59% among 210,000; Q9Y337; inhibition, % at 5 µM; recombinant hK5, fluorogenic AMC substrate cleavage;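 active = inhibition of 40% or more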;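 note: 0% = enzyme controls without compound and 100% = no-enzyme blanks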
Target sequence (Q9Y337 67-293 limits assumed): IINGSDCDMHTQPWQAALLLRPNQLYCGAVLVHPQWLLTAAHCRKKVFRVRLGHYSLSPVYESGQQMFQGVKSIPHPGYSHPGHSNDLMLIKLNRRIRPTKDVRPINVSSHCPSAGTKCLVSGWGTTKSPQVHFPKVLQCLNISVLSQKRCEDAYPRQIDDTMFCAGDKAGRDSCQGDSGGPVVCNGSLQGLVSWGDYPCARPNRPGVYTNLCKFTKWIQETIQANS
Cl transport mod: modulators of human KCC2 chloride dependent transport; B-score of Tl+ flux slope (higher = more flux/activation; lower = inhibition) at 10 µM; AID 1456; KCC2 cells, thallium flux FluoZin-2 fluorescence; hit rate 2.2% among 190,000;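 active = thallium flux slope and its plate-corrected score both differing from the plate sample mean at a set confidence after two filtering rounds, in either direction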;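 note: slope of fluorescence scaled to starting intensity during 10 to 20 s after thallium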
NCF1 inh: p47phox (human) inhibition. P14598. p47phox/p22phox peptide binding, fluorescence polarization, 2 h. inhibition, % at 24.7 µM. hit rate 0.53% among 220,000. AID 1274;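 note: 0% = p47phox with labelled peptide and 100% = labelled peptide alone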
Furin inh: human furin inhibition | purified furin, fluorogenic substrate cleavage | hit rate 0.061% among 220,000 | inhibition, % at 30 µM | AID 463115; in the data active = inhibition above about 25%; note: inactives centre near -15
eIF4E-4G inh: eIF4E/eIF4G interaction inhibition in translation initiation | inhibition, % at 21.7 µM | AID 782 | hit rate 0.37% among 220,000 | TR-FRET eIF4E-eIF4GI(517-606) binding, 2 h | P63073+Q04637;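 note: 0% = full FRET control wells and 100% = background wells lacking eIF4GI fragment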
EBV gp42 inh: EBV gp42 inhibition | inhibition, % (tested at 21.74 µM) | hit rate 0.42% among 220,000 | AID 1085 | Fluorescence polarization binding assay, mP read-out | Q1HVG2; in the data active = inhibition above about 50%
Target sequence (Q1HVG2 whole entry, looked up): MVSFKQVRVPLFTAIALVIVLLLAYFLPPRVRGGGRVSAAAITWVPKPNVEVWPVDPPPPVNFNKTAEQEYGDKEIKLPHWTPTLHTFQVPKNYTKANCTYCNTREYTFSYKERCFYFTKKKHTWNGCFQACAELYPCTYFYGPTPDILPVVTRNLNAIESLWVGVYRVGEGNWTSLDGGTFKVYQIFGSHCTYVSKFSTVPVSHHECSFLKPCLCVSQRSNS
Numbers without * were called inactive; / = no result given; [ ] = dose if it differs, or a comment.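 Rule for the calls, unless noted: active = inhibition above about 30% (limit read from the data); inactive = the rest.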

No. | Structure | 14-3-3 Bad PPI | Rad51 HR inh | thrombin 1536 | KLK5 inh | Cl transport mod
1 | CCSc1nnc(NC(=O)CSc2nnc(Cc3cccn3C)n2-c2ccc(F)cc2)s1 | 3.8[fluorescence artefact?] | / | 1.1 | 2.8 | /
2 | COc1ccc(Cl)cc1N(C)C(=O)CCc1nc(-c2ccc(C)cc2)no1 | 6.1 | -4.6 | -3.0 | 13.1 | 1.31
3 | COc1ccc(NC(=O)C(c2ccc(OC)cc2)N(Cc2ccco2)C(=O)CC2NC(=O)NC2=O)cc1 (stereo not drawn) | -6.3 | 5.9 | 4.4 | -15.7 | -0.711
4 | CC(C)CN(C(=O)CN1CCN(S(=O)(=O)c2ccc3ccccc3c2)CC1)c1c(N)n(CC(C)C)c(=O)[nH]c1=O | -4.3[fluorescence artefact?] | -0.6 | -9.9 | -18.9 | -0.717
5 | COc1ccccc1C(=O)OCC(=O)Nc1ccccc1OC(F)F | -5.4 | 9.4 | -1.7 | -1.5 | -0.064
6 | Cc1ccc(CN2CCN(Cc3cn[nH]c3-c3cccc(F)c3)CC2CCO)o1 (stereo not drawn) | -3.0 | 24.6 | -4.0 | / | /
7 | CCCN(CC1COc2ccccc2O1)C(=S)Nc1ccc(C)cc1 (stereo not drawn) | -9.2 | -4.0 | -4.4 | -11.5 | -0.91
8 | CC(=O)OCC(=O)[C@H]1CC[C@H]2[C@@H]3CCC4=CC(=O)CC[C@]4(C)[C@H]3CC[C@]12C | -3.1 | -3.6 | -3.2 | -10.3 | -0.696
9 | O=C(Nc1ccccc1C(F)(F)F)c1cc(S(=O)(=O)N2CCOCC2)ccc1F | -1.0[fluorescence artefact?] | 1.8 | 3.5 | -7.3 | 0.027
10 | CC(C)(C)c1ccc(-c2nnc3sc(-c4ccncc4)nn23)cc1 | 10.2 | / | 4.1 | 9.6 | -0.128
11 | CCCCN(C(=O)/C=C/c1ccco1)c1c(N)n(CC(C)C)c(=O)[nH]c1=O | -8.1 | 8.1 | 12.7 | -1.6 | -0.12
12 | O=C(COC(=O)/C=C/c1ccc(S(=O)(=O)N2CCOCC2)cc1)NCc1ccc(Cl)cc1 | -12.7 | 6.8 | 0.4 | -7.7 | 0.461
13 | CC(=O)N1CCc2cc(Br)cc(S(=O)(=O)NCCN3CCCCC3C)c21 (stereo not drawn) | 4.2 | 4.5 | 6.2 | 0.5 | /
14 | Cc1noc(C)c1S(=O)(=O)N1CCCC(C(=O)Nc2cccnc2)C1 (stereo not drawn) | 3.6 | 6.5 | 1.8 | -13.9 | -0.362
15 | O=C(O/N=C1\CCCc2ccccc21)C1CC1 | 6.3 | -0.3 | -15.2 | -5.4 | -0.0393

No. | NCF1 inh | Furin inh | eIF4E-4G inh | EBV gp42 inh
1 | -18.0 | -21.5 | 2.9[fluorescence artefact?] | 9.6
2 | -5.6 | -12.9[20 µM] | 1.2 | -5.4
3 | -12.2 | -21.3 | -0.7 | -6.1
4 | -12.3 | -11.9 | 11.5 | -12.6
5 | -11.8 | -23.2 | -2.3 | -11.2
6 | -2.6 | -26.0 | 2.6 | -13.5
7 | -3.9 | -13.1 | 5.1[fluorescence artefact?] | -11.0
8 | -1.7 | -6.1 | 0.4 | -2.0
9 | -16.6 | -19.0[20 µM] | 3.5 | -12.9
10 | -10.5 | -5.0[20 µM] | 0.7 | -11.3
11 | -4.4 | -23.3 | -0.7 | -29.6
12 | -4.1 | -16.4 | -3.5 | -3.8
13 | 2.1 | -21.0 | 0.3 | -16.7
14 | -21.1 | -16.8 | -2.0 | -4.7
15 | 1.2 | -15.8 | 0.7 | 0.9

(next part)
No. | Structure | 14-3-3 Bad PPI | Rad51 HR inh | thrombin 1536 | KLK5 inh | Cl transport mod
16 | O=[N+]([O-])c1cc2c(cc1/C=N/n1cnnc1)OCO2 | -14.3 | 12.8 | -0.2 | / | -0.101
17 | COc1ccc(C(=O)N/C(=C\c2cc(OC)c(OC)cc2[N+](=O)[O-])C(=O)NCCO)cc1 | -6.1 | 11.0 | -7.2 | 4.1 | /
18 | C=CCN(CC=C)CC(O)CN(c1cc([N+](=O)[O-])ccc1OC)S(=O)(=O)c1ccccc1 (stereo not drawn) | -13.5 | / | 2.4 | 0.0 | -0.642
19 | CCOc1ccc(NC(=S)N(CCN2CCOCC2)Cc2cc3cc4c(cc3[nH]c2=O)OCCO4)cc1 | -4.5 | -6.8 | -6.1 | 1.1 | 0.295
20 | Cc1cccc(NC(=O)C2CCN(S(=O)(=O)c3cccc4cccnc34)CC2)c1 | 0.5 | -3.4 | 1.9 | -6.9 | -1.58
21 | COc1ccc(-c2noc(CN(C(=O)c3ccc(OC(C)=O)cc3)C(C)C)n2)cc1OC | -7.0[fluorescence artefact?] | -4.5 | 0.5 | 13.4 | -0.272
22 | Nc1nc(Nc2ccccc2)n[nH]1 | -3.7 | 4.1 | -1.6 | -0.1 | 1.02
23 | CCc1cccc(CC)c1NC(=O)COC(=O)C1(C)CC1(Cl)Cl (stereo not drawn) | -6.0 | -3.7 | 0.2 | 2.2 | -1.06
24 | Cc1ccc(-c2nn(-c3ccccc3)cc2CN(Cc2ccccc2)C(=O)c2ccco2)o1 | -10.0 | -8.4 | -1.7 | -0.5 | -0.701
25 | COc1cc(-c2nnc3sc(Cc4ccccc4)nn23)cc(OC)c1OC | -8.3 | 9.1 | -2.3 | -18.6 | -3.24
26 | O=C(NNC1=NS(=O)(=O)c2ccccc21)c1ccccc1 | 1.9 | 16.7 | -6.0 | -1.6 | /
27 | O=C(CSc1nc2ccccc2s1)NNC(=S)Nc1ccc(Cl)cc1 | -4.5 | -1.6 | 19.1 | -12.2 | -1.14
28 | CNc1oc(C)nc1S(=O)(=O)c1ccccc1 | -7.2 | -4.5 | -3.0 | 7.2 | 0.0158
29 | O=C(CCNC(=O)Cn1ccc2ccccc2c1=O)NCCC1=CCCCC1 | -20.1 | -4.8 | -5.9 | 1.4 | -1.08
30 | CC(C)N=C(NC#N)SCc1ccccc1F | -0.7 | -13.2 | -0.5 | -2.6 | -0.282

No. | NCF1 inh | Furin inh | eIF4E-4G inh | EBV gp42 inh
16 | -2.1 | -22.1 | 2.3 | -14.8
17 | -1.1 | -22.6 | 5.4 | -24.6
18 | -5.8 | -29.3 | 4.4 | 5.0
19 | 1.2 | 0.7 | 2.6 | -5.2
20 | -1.4 | -12.8 | -2.1 | -14.6
21 | 8.3 | -14.5[20 µM] | 3.8 | -1.0
22 | -16.0 | -16.4 | -4.0 | -5.0
23 | 2.9 | -24.4 | 0.5 | 0.3
24 | -6.9 | -10.3[20 µM] | 7.0 | 10.4
25 | -3.3 | -23.1 | -3.7 | 10.2
26 | -6.5 | -26.9 | 0.6 | -10.5
27 | -12.6 | -7.7 | 0.3 | 0.6
28 | 4.7 | -20.3 | -6.2 | 3.4
29 | -1.3 | -22.3 | 3.4 | -1.4
30 | -8.4 | -20.1 | 0.5 | -10.7

Quoted at random: 5 entries already listed
No. | Structure | 14-3-3 Bad PPI | Rad51 HR inh | thrombin 1536 | KLK5 inh | Cl transport mod
10 | CC(C)(C)c1ccc(-c2nnc3sc(-c4ccncc4)nn23)cc1 | 10.2 | / | 4.1 | 9.6 | -0.128
28 | CNc1oc(C)nc1S(=O)(=O)c1ccccc1 | -7.2 | -4.5 | -3.0 | 7.2 | 0.0158
5 | COc1ccccc1C(=O)OCC(=O)Nc1ccccc1OC(F)F | -5.4 | 9.4 | -1.7 | -1.5 | -0.064
13 | CC(=O)N1CCc2cc(Br)cc(S(=O)(=O)NCCN3CCCCC3C)c21 (stereo not drawn) | 4.2 | 4.5 | 6.2 | 0.5 | /
16 | O=[N+]([O-])c1cc2c(cc1/C=N/n1cnnc1)OCO2 | -14.3 | 12.8 | -0.2 | / | -0.101

No. | NCF1 inh | Furin inh | eIF4E-4G inh | EBV gp42 inh
10 | -10.5 | -5.0[20 µM] | 0.7 | -11.3
28 | 4.7 | -20.3 | -6.2 | 3.4
5 | -11.8 | -23.2 | -2.3 | -11.2
13 | 2.1 | -21.0 | 0.3 | -16.7
16 | -2.1 | -22.1 | 2.3 | -14.8

(next part)
No. | Structure | 14-3-3 Bad PPI | Rad51 HR inh | thrombin 1536 | KLK5 inh | Cl transport mod
31 | Cc1ccc(C(=O)CSc2nnc(C(C)C)n2C)cc1C | 9.0 | -72.1 | 6.7 | 4.9 | 0.000184
32 | Cc1nc2c(C)cccn2c1/C(O)=C1\C(=O)C(=O)N(CCN2CCOCC2)C1c1cccs1 (stereo not drawn) | 31.0 | -7.7 | 1.4 | -6.9 | /
33 | N#C/C(=C\c1ccc(-c2ccccc2)o1)C(=O)Nn1cnnc1 | 6.7[fluorescence artefact?] | -7.5 | 2.6 | 7.1 | -0.876
34 | COc1ccc(NC(=O)C(NC(C)=O)C(=O)NCc2ccc(F)cc2)cc1 (stereo not drawn) | 0.7 | -3.4 | 4.2 | -5.5 | -0.00642
35 | CCc1ccc(NC(=S)N2CCN(c3cccc(C(F)(F)F)c3)CC2)cc1 | -5.0 | 4.0 | -4.2 | 1.3 | 0.16
36 | O=C(c1cc(-c2cccc(O)c2)on1)N1CCCCC1 | 6.7[fluorescence artefact?] | -4.3 | -3.2 | 2.3 | -0.38
37 | COc1ccc(C2=NN(CC(=O)Nc3cc(C)ccc3C)C(=O)CC2)cc1 | -3.1 | -23.2 | -8.2 | -4.9 | 0.192
38 | CC(=O)CSc1nc(C(F)(F)F)cc(=O)n1-c1ccccc1 | -3.2 | -6.1 | 0.4 | 5.9 | 0.185
39 | C#CCNC(=O)C1=C[C@@H](c2ccc3c(c2)OCO3)[C@H](CCCO)[C@@H](OCC)O1 | 3.2 | 1.6 | -5.4 | -5.4 | -0.0412
40 | O=C(c1ccccc1)C1C(c2ccccc2)C1[N+](=O)[O-] (stereo not drawn) | 4.7 | 2.6 | -1.1 | 4.0 | -0.115
41 | CCCCNC(=S)N/N=C1\CCCCc2ccccc21 | -4.5 | -0.5 | -6.7 | -13.5 | 4.61
42 | O=C(COc1cccnc1[N+](=O)[O-])NC1CCS(=O)(=O)C1 (stereo not drawn) | -2.7 | 0.7 | -9.1 | -13.8 | 0.025
43 | CC(=O)N/N=C/c1cc(C)n(-c2ccc(Br)cc2)c1C | -2.9 | 8.7 | -10.5 | 4.2 | -0.087
44 | COc1ccc(C2CC(c3cccs3)=NN2C(=O)COC(=O)c2cc3ccccc3cc2O)cc1OC (stereo not drawn) | -30.7[fluorescence artefact?] | / | 0.7 | -4.6 | -1

No. | NCF1 inh | Furin inh | eIF4E-4G inh | EBV gp42 inh
31 | -1.8 | -22.4 | 0.4 | -17.5
32 | -23.0 | -11.8[20 µM] | 0.9 | -27.3
33 | -10.6 | -7.0[20 µM] | 0.4[fluorescence artefact?] | -10.5
34 | -11.7 | -18.6 | 2.4 | -13.4
35 | -11.2 | -19.0[20 µM] | -6.9 | -6.2
36 | -8.6 | -14.3 | 1.8 | -9.5
37 | -1.1 | -10.1 | -7.4 | -0.5
38 | -12.0 | -22.9[20 µM] | -0.7 | -18.3
39 | / | -10.6 | 2.8 | -14.0
40 | 8.1 | -1.9 | 1.9 | -7.5
41 | -9.2 | 4.5 | -5.2[fluorescence artefact?] | -10.7
42 | 1.0 | -7.4 | 15.7 | -3.0
43 | -5.1 | -19.9 | -0.8[fluorescence artefact?] | 9.3
44 | -23.8 | -7.6 | 2.2 | -21.3
